Luminol counter – quenches luminol chemiluminescence in Nox1 counter-screen; 16,000 compounds, 0.4% hits; inhibition, % at 6.7 µM; HRP/luminol/H2O2 chemiluminescence counterscreen; note: reference of the scale not given here
PME-1 Maybr inh – PME-1 (human) inhibition, Maybridge primary screen; AID 2291; inhibition, % at 9 µM; recombinant PME-1, FP-Rh probe fluorescence polarization; Q9Y570; 16,000 compounds, 0.5% hits; in the data active = inhibition above about 30%
NOTCH agonist – NOTCH pathway agonism; 15,000 compounds, 0.4% hits; activation, % at 2.5 µM; NOTCH signaling luciferase reporter cells, luminescence; AID 434982; in the data active = activation above about 2.2%
S1P1 ag – activates the human S1P1 receptor; 16,000 compounds, 1.5% hits; activation, % at 4.5 µM; P21453; S1P1 agonist cell-based reporter assay; AID 1044; in the data active = activation above about 80%
TLR4 MyD88 blk – TLR4-MyD88 interaction inhibition; 16,000 compounds, 0.06% hits; O00206; Cell-based TLR4-MyD88 binding inhibition assay; inhibition, % at 10 µM; in the data active = inhibition above about 45%
KOR antag MB – OPRK1 (human) antagonism, Maybridge screen | P41145 | 16,000 compounds, 0.4% hits | inhibition, % at 9 µM | OPRK1 cells, antagonist mode, fluorescence readout; in the data active = inhibition above about 50%
Target sequence (P41145 whole entry, looked up): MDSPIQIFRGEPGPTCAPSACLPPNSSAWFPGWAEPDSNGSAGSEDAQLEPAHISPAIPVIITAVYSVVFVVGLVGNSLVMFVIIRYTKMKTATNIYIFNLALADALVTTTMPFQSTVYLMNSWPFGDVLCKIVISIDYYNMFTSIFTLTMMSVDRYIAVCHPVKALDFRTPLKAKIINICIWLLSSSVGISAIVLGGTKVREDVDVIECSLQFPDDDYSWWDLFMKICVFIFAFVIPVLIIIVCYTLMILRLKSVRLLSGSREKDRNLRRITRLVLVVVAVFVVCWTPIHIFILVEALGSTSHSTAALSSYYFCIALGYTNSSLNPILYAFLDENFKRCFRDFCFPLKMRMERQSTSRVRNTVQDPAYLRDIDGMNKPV
rat GALR2 agon – agonists of rat galanin receptor 2 (GALR2); cell-based GALR2 agonist screen; O08726; 16,000 compounds, 0.5% hits; activation, % at 10 µM; in the data active = activation above about 15%
Nox1 inh – blocks human NADPH oxidase 1 activity; Q9Y5S8; HT29 cells, luminol chemiluminescence ROS; inhibition, % at 6.7 µM; 16,000 compounds, 0.81% hits
Target sequence (Q9Y5S8 whole entry, looked up): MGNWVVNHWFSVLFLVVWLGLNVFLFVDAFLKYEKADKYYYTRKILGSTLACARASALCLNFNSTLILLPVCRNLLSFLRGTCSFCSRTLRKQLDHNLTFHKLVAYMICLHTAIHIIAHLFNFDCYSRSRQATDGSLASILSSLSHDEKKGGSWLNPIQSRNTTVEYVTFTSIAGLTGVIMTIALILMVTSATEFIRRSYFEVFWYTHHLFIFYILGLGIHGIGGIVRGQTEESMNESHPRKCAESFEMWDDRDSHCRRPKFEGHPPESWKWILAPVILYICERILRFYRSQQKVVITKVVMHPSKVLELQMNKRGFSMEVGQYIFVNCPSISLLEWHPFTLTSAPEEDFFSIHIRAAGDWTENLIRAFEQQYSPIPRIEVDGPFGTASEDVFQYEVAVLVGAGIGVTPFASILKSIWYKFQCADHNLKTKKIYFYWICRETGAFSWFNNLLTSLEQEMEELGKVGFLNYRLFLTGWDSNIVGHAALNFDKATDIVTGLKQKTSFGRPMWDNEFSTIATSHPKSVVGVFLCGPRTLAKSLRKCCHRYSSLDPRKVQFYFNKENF
* hit, by the source's call; x = not tested or not shown. Cut-off read from the data, not from the text of the source, unless noted: active = inhibition above about 75%; inactive = the rest.

SMILES	KOR antag MB	TLR4 MyD88 blk	PME-1 Maybr inh	Luminol counter	NOTCH agonist	rat GALR2 agon	S1P1 ag	Nox1 inh
COc1ccc(/C=C/C(=O)N2CCN(c3ccccc3OC)CC2)cc1OC1CCCC1	10.0	3.6	2.0	-0.4	-0.2	-7.2	3.3	-3.1
O=S(=O)(Cc1ccc(Cl)cc1)N1C=CC(C(F)(F)F)=NCC1	-1.9	-4.0	-2.2	-1.6	-0.2	-6.8	3.6	-55.1
COc1cc2cc(OS(=O)(=O)c3cc([N+](=O)[O-])ccc3C)nc(C)c2cc1OC	-19.1	-3.3	6.4	-4.0	-0.6	-5.4	-9.3	-41.6
Cn1c(CCN(Cc2ccco2)S(=O)(=O)c2ccc(Cl)cc2)n[nH]c1=S	-12.3	-12.5	3.3	65.3	-0.5	-5.0	-8.0	-7.8
COc1ccc(C(=O)OCC(=O)c2ccc(Cl)cc2)cc1	-7.9	4.7	2.7	-3.5	-0.4	-7.3	10.4	11.4
COC(=O)c1scc(C)c1NN1C(=O)c2c(Cl)c(Cl)c(Cl)c(Cl)c2C1=O	-2.2	-2.5	3.4	-4.9	0.1	-3.8	-1.8	2.3
O=C(CSc1nnc(-c2cnccn2)s1)c1cccc(C(F)(F)F)c1	22.7	-4.4	-3.4	4.6	-0.7	1.0	2.5	-25.2
N#CC(C#N)=CNc1ccc(Oc2cccnc2)nc1	2.6	x	5.0	-3.8	-0.8	-4.3	-0.3	14.1
Cn1nc(C(C)(C)C)cc1C(=O)NNc1c(Cl)cncc1Cl	-6.9	1.6	1.7	3.4	x	-9.8	6.4	-5.0
COC(=O)CSCC(=O)Nc1ccsc1C(=O)OC	-7.2	x	-1.1	3.0	0.7	-1.0	77.0	-51.1
CCOC(=O)C(=CNc1ccc(OC)c(C(=O)OC)c1OC)C(=O)OCC	-11.8	-5.8	6.5	-5.2	-0.6	0.4	-10.0	-2.3
O=S(=O)(Cc1ccc(Cl)cc1)Cc1nc(-c2ccsc2)no1	-6.6	-3.8	0.1	-3.0	x	-4.1	-7.8	0.4
CS(=O)(=NS(=O)(=O)c1ccccc1Cl)c1ccc(C(F)(F)F)cn1 (stereo not drawn)	9.8	-5.8	2.6	-2.3	-0.1	-0.7	-4.9	1.6
CC(=O)c1ccc(-c2ccc(F)c(Cl)c2)o1	2.6	-1.3	6.2	-4.4	-0.4	-3.8	-9.4	25.2
O=c1[nH]nc(Sc2ncc(Br)cc2[N+](=O)[O-])n1-c1ccccc1	5.2	-8.1	2.6	-3.0	-0.2	-6.8	8.8	33.6
Fc1cccc(Cl)c1C=Nc1cccc(-c2ncon2)c1	5.5	-1.9	3.6	-0.3	-0.6	-0.8	-4.7	-93.8
COc1ccc(NC(=O)C(=O)CC(=O)c2ccccc2)cc1	0.4	-0.5	1.0	-9.2	0.1	-1.2	24.0	-5.6
COC(=O)c1cnc(SCc2ccc(C(C)(C)C)cc2)nc1N	7.6	3.8	-1.5	-0.8	-0.6	-9.7	10.7	2.3
CC(C)c1ccc(N2C=[N+](C)c3ccc(C(C)C)cc3C2)cc1	-28.8	0.3	-1.3	4.7	-0.6	-12.1	-10.8	-27.0
COC(=O)c1c(C)csc1NC(=O)CSCc1c(F)cccc1Cl	4.6	-7.1	-1.7	0.6	-0.3	-4.7	-15.6	-39.1
Cc1ccc(S(=O)(=O)NC(=O)N2CCCN(c3ncccc3[N+](=O)[O-])CC2)cc1	9.0	8.4	1.9	-1.4	0.3	-5.4	6.1	-3.1
CCCc1c(C(=O)NC2Cc3ccccc3C2)cnn1-c1ccccc1	21.1	7.6	5.7	-5.7	-0.5	-2.6	47.1	28.8
COCCC[n+]1c(C)csc1Nc1ccc(Cl)cc1	28.1	-3.3	6.7	0.1	-0.9	-8.3	-16.8	-33.6
O=C(O/N=C/c1ccc2c(c1)OCO2)c1ccccc1	-12.2	1.5	1.5	-1.7	-0.1	-2.1	-13.4	-46.3
O=C1CN(c2ccccc2)C(=O)N1c1ccccc1	-9.3	4.9	-1.6	0.2	-0.3	-4.7	-2.8	-49.4
O=C(O)c1ccccc1C(=O)Nc1ccc(F)cc1	14.5	1.5	3.5	-6.6	0.2	1.1	6.4	18.9
O=c1c2c(nc3cc(-c4ccco4)[nH]n13)CSC2	2.8	1.6	-2.8	12.8	-0.1	-8.3	1.7	-2.5
CC1=NN(c2cccc(S(N)(=O)=O)c2)C(=O)C1	18.6	6.7	1.9	3.6	-0.1	-7.4	-14.9	-9.8
O=C1NC2(CCN(S(=O)(=O)c3cccs3)CC2)Oc2ccccc21	-4.4	0.7	2.3	0.1	-0.6	-4.5	-11.7	0.0
OCc1noc(-c2cccs2)n1	6.0	7.9	-2.0	1.8	-0.7	-8.8	-5.7	-6.8

Three compounds out of the list, arranged by count of non-hydrogen atoms, low to high.
SMILES	KOR antag MB	TLR4 MyD88 blk	PME-1 Maybr inh	Luminol counter	NOTCH agonist	rat GALR2 agon	S1P1 ag	Nox1 inh
O=c1c2c(nc3cc(-c4ccco4)[nH]n13)CSC2	2.8	1.6	-2.8	12.8	-0.1	-8.3	1.7	-2.5
COC(=O)c1c(C)csc1NC(=O)CSCc1c(F)cccc1Cl	4.6	-7.1	-1.7	0.6	-0.3	-4.7	-15.6	-39.1
CCCc1c(C(=O)NC2Cc3ccccc3C2)cnn1-c1ccccc1	21.1	7.6	5.7	-5.7	-0.5	-2.6	47.1	28.8

(list continues)
SMILES	KOR antag MB	TLR4 MyD88 blk	PME-1 Maybr inh	Luminol counter	NOTCH agonist	rat GALR2 agon	S1P1 ag	Nox1 inh
CCOC(=O)c1nc(C)nc(Sc2n[nH]c(-c3ccccc3)n2)c1C	1.1	x	2.7	-1.5	0.1	1.3	13.0	-33.7
CN1/C(=C/C=C/c2ccc3ccccc3[n+]2C)C=Cc2ccccc21	15.4	-23.2	3.4	11.8	-0.3	-4.1	-2.9	-3.5
COC(CNC(=O)C(=O)Nc1c(F)cccc1F)OC	-8.1	-8.4	3.4	-5.4	0.4	-5.1	-0.2	10.4
C=C(C(=O)O)C(CC(=O)O)C(=O)O (stereo not drawn)	-3.2	-2.5	11.2	4.4	-0.4	-7.3	3.7	-13.0
CCCCCC#CC(=O)Nc1nc2cc(C)c(C)cc2[nH]1	0.6	1.7	5.3	-5.8	-0.3	-7.2	-20.4	-25.5
O=C(Nc1ccc(F)c(Cl)c1)c1nsc(Cl)c1Cl	-15.0	6.3	-3.9	-0.9	-0.3	-6.5	-6.0	-34.8
COc1cc(C(=O)NNC(=O)CSCc2c(C)c(C)c(C)c(C)c2C)cc(OC)c1OC	-2.1	2.1	-2.2	-0.5	0.0	-4.4	-2.5	-15.5
S=C(Nc1ccc(Cl)c(Cl)c1)N1CCCCCC1	0.6	9.6	2.4	-5.3	-0.4	-0.1	-16.3	-23.2
FC(F)(F)c1cc(-c2cccs2)n2ncnc2n1	9.9	6.8	-1.2	1.2	0.1	-4.6	-6.7	-25.7
O=C(Nc1ccc(Cl)cc1)N1CCCC(Cn2cccc2)C1 (stereo not drawn)	3.8	1.7	-2.8	14.0	-0.5	-5.6	3.5	-39.3
NC(=O)c1csc(-c2cccnc2)n1	9.7	0.3	7.8	-8.2	-0.5	-5.6	35.6	10.6
CN(/N=C/c1cc(Cl)cc(Cl)c1O)C(=S)SCc1c(F)cccc1Cl	6.6	1.6	-0.8	-4.1	-0.3	-6.2	-26.6	-19.6
O=C(Nc1nnc(C2CC2)s1)c1cc(-c2ccc(Cl)cc2)oc1C(F)(F)F	16.5	-6.7	2.0	-6.0	-5.2	-3.7	-5.9	-3.0
O=S1(=O)CCN(Cc2cc3ccccc3s2)CC1	2.7	1.6	-2.8	1.4	-0.6	35.6*	-9.2	-7.8
Cc1csc(NN=C2CCCCC2)n1	28.3	-10.7	7.0	-1.1	-0.1	0.5	1.2	31.0
NNC(=O)COc1ccc(C2SCCS2)cc1	9.7	-2.5	-0.4	1.1	-0.3	-4.0	-2.8	14.6
O=C1c2cccc3c([N+](=O)[O-])ccc(c23)C(=O)N1NCCO	41.3	24.3	18.5	-1.3	-0.7	-10.3	22.5	-8.0
N#C/C(=C\c1c(Cl)cccc1Cl)S(=O)(=O)c1cccs1	-21.3	-6.2	-4.9	10.4	-0.5	-5.5	3.1	-28.8
Cn1ncc(C#N)c1-n1cccc1	6.2	-1.4	-1.5	-0.1	-0.2	-0.4	-12.8	-1.1
O=C1/C(=C/c2cccs2)CN(Cc2ccccc2)C/C1=C\c1cccs1	23.4	3.3	-0.9	4.5	-0.7	-11.5	-19.1	-36.4
Cc1onc(-c2c(F)cccc2Cl)c1C(=O)N1CC(Oc2ccc(Cl)cc2)C1	-19.3	-3.1	2.4	-7.1	-0.5	-7.5	-14.9	-39.1
CCOC(=O)CSC(=O)NC(=O)c1snnc1C	-4.2	20.6	1.1	4.5	-0.4	-4.3	4.4	-46.1
NS(=O)(=O)c1ccc(Sc2ccccc2)s1	13.4	11.0	3.7	1.6	-0.1	-3.7	4.1	-23.1
Cc1csc2c(Sc3ccccc3NC(=O)CN3CC(C)OC(C)C3)ncnc12 (stereo not drawn)	-20.3	-3.7	4.5	0.7	-0.9	-6.2	-7.5	-27.7
Cc1cc2ncc(N=Nc3ccc(Cl)cc3)c(-c3cccs3)n2n1	-7.2	-3.3	0.3	7.5	0.1	-8.8	-4.9	-23.8
Cc1noc(-c2ccccc2)c1NC(=O)Nc1ccccc1	-18.2	-7.2	1.8	-0.9	-0.8	-6.9	-13.2	-7.5
COc1ccccc1N1CCN(C(=O)C(C)Oc2ccnc3c(C)ccc(C)c23)CC1 (stereo not drawn)	-6.5	4.8	5.7	-4.8	-0.2	-3.1	11.1	31.6
CCOC(=O)/C(C#N)=C/NCCc1c[nH]c2ccccc12	12.4	-4.4	8.3	-6.3	-0.1	-9.9	7.4	24.2
O=C(CSc1nnc(-c2cccs2)o1)NC(=O)Nc1ccccc1	9.9	-4.7	1.2	3.9	-1.3	-4.9	20.2	14.0
COc1ccc(NS(=O)(=O)c2ccc(F)cc2)cc1OC1CCCC1	-11.8	-5.0	1.5	3.5	-0.4	-5.9	-16.9	3.5

Next part, starting with the last five of the part before.
SMILES	KOR antag MB	TLR4 MyD88 blk	PME-1 Maybr inh	Luminol counter	NOTCH agonist	rat GALR2 agon	S1P1 ag	Nox1 inh
Cc1noc(-c2ccccc2)c1NC(=O)Nc1ccccc1	-18.2	-7.2	1.8	-0.9	-0.8	-6.9	-13.2	-7.5
COc1ccccc1N1CCN(C(=O)C(C)Oc2ccnc3c(C)ccc(C)c23)CC1 (stereo not drawn)	-6.5	4.8	5.7	-4.8	-0.2	-3.1	11.1	31.6
CCOC(=O)/C(C#N)=C/NCCc1c[nH]c2ccccc12	12.4	-4.4	8.3	-6.3	-0.1	-9.9	7.4	24.2
O=C(CSc1nnc(-c2cccs2)o1)NC(=O)Nc1ccccc1	9.9	-4.7	1.2	3.9	-1.3	-4.9	20.2	14.0
COc1ccc(NS(=O)(=O)c2ccc(F)cc2)cc1OC1CCCC1	-11.8	-5.0	1.5	3.5	-0.4	-5.9	-16.9	3.5
O=C(O)c1ccccc1Nc1ccccc1F	8.4	2.4	2.9	-1.5	-0.3	-4.9	2.5	-14.2
CC1(C)OC(=O)C(=C2CCCN2)C(=O)O1	18.3	7.2	-3.8	3.1	-0.4	-4.9	-2.6	-32.6
CC(=O)/C(C=Nc1cccc(F)c1C#N)=C(\C)O	-5.2	-2.3	3.2	-1.0	0.5	-6.0	5.8	-20.9
Cc1cc(C(=O)NNC(=O)c2cccs2)nn1C(C)(C)C	15.3	-10.1	1.3	3.8	-0.6	-3.8	2.1	-67.9
CSc1sc(C(=O)NNC(=O)Nc2ccc(Cl)cc2)c2c1C1(CCC2)SCCS1	-19.6	-7.6	-81.6	-2.0	0.1	-7.3	-13.2	10.8
COc1ccc(C2=NNC(O)(C(F)(F)F)C2)cc1 (stereo not drawn)	9.3	1.8	-4.2	1.6	-1.2	-4.6	-21.9	-52.9
O=C(N/N=C/c1c(Cl)cccc1Cl)C(=O)Nc1ccc(F)cc1	7.7	-0.5	-11.8	2.3	0.3	-6.5	4.4	-20.4
Cc1cc(C(=O)NNC(=O)C(F)(F)F)ccc1[N+](=O)[O-]	-2.3	-2.3	-0.5	5.5	-0.6	-9.2	-3.6	12.4
CSc1sc(Cl)c2c1/C(=N\O)CC(C)(C)C2	-14.0	-15.6	14.9	2.7	0.1	-0.5	-71.5	-5.3
Cc1ccc([N+](=O)[O-])c(NS(=O)(=O)c2cc(Cl)c(Cl)cc2Cl)c1	20.0	2.5	9.1	1.6	1.0	-6.7	87.3*	6.1
COc1ccc(Nc2nnc3c4ccccc4c4ccccc4c3n2)cc1	-4.0	7.8	4.4	-5.4	-0.2	-3.1	19.4	18.6
O=C(Nc1cc(F)c(Br)cc1F)c1ccco1	-2.1	11.9	12.3	-2.1	x	-7.2	12.9	-19.7
CCOC(=O)COc1cccc([N+](=O)[O-])c1	3.1	-5.2	5.3	-5.8	3.0*	-8.0	-9.7	-5.3

From PubChem BioAssay

The order is random; about 4.3% have a hit in one of these screens.
